# Assay outcomes from PubChem BioAssay.
# KOR beta-arrestin-1: KOR agonists, beta-arrestin recruitment, primary screen, cell-based, luminescence, uHTS (AID 1777). 0.02% of 280,000 active. Kappa-type opioid receptor (Homo sapiens). one-dose activation, % at 10 µM; EC50 in µM for titrated hits. KOR beta-arrestin recruitment, luminescence; higher % means a stronger effect; in the data active = activation above about 50%, passing the limit was not always enough; also: a part of the inactive calls stands beside numbers as strong as those of hits
# GPR55 beta-arrestin: GPR55 agonists via beta-arrestin recruitment, primary screen, imaging, U2OS cells, beta-arrestin-GFP redistribution (AID 1961) | activation, % at 10 µM; hits with a dose series show EC50 in µM | U2OS GPR55 beta-arrestin-GFP redistribution imaging; higher % means a stronger effect | 0.048% of 290,000 active;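 active = activation above 40% with more than 50 cells counted in the well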;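 also: U2OS osteosarcoma cells stably expressing GPR55 and beta-arrestin-GFP; plate controls were DMSO negative control for no effect and LPI positive control for full effect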
# NOD1 inhibition: NOD1 signaling inhibitors, primary screen, cell-based, luminescence, uHTS (AID 1578); NOD1-driven NF-kB luciferase reporter cells, luminescence; higher % means a stronger effect; one-dose inhibition, % at 4 µM; EC50 in µM for titrated hits; 1% of 290,000 active; in the data active = inhibition mostly above about 36%, no sharp cut-off; inactive = mostly below about 34%;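 also: HEK-293T reporter cells stimulated with the NOD1 agonist gamma-tri-DAP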
# Rac1 GTP hydrolysis: MgcRacGAP GTPase-activating activity inhibitors, confirmation, biochemical, ADP Hunter fluorescence | Rac GTPase-activating protein 1 (Homo sapiens) | MgcRacGAP-stimulated Rac1 GTP hydrolysis, ADP Hunter fluorescence; higher % means a stronger effect; GST-tagged Rac1 F28L mutant substrate | inhibition, % at 30 µM; hits with a dose series show IC50 in µM | 0.6% of 340,000 active;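 active = first-screen hits whose inhibition reached a set limit at any dose in the follow-up dose series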;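 also: fluorescence reports GDP produced by GAP-driven GTP hydrolysis; strong numbers were not always called active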
# HEK293 NOD2/NF-kB: NOD2 signaling inhibitors, cell-based, luminescence, uHTS, HEK293 (AID 1566) | HEK293 NOD2/NF-kB luciferase reporter, luminescence; higher % means a stronger effect | one-dose inhibition, % at 4 µM; EC50 in µM for titrated hits | 0.63% of 290,000 active; also: many of its hits are not listed in these tables
# SV40 large T antigen: SV40 large T antigen inhibitors, biochemical (AID 1903) | SV40 large T antigen ATPase/helicase inhibition assay; higher % means a stronger effect | one-dose inhibition, % at 20 µM; IC50 in µM for titrated hits | 0.39% of 310,000 active; in the data active = a potency from the dose series; also: strong numbers were not always called active
# GPR55 antagonists: GPR55 antagonists blocking LPI-driven arrestin recruitment, primary screen, imaging, U2OS, beta-arrestin-GFP, LPI agonist (AID 2013); inhibition, % at 10 µM; hits with a dose series show IC50 in µM; 0.13% of 290,000 active; U2OS GPR55 beta-arrestin-GFP translocation imaging, LPI antagonism; higher % means a stronger effect; G-protein coupled receptor 55 (Homo sapiens);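 active = spots per cell inhibited over 60%, with over 100 cells counted and total cytoplasm intensity under 500,000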;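 also: U2OS cells stably carrying GPR55 and arrestin-GFP stimulated by 5 µM LPI near EC80; imaged beta-arrestin-GFP aggregate spots per cell after agonist stimulation; plate controls were LPI-stimulated DMSO wells for no effect and DMSO wells without LPI for full effect; some results filed as inactive read as strong as hits; confirmed hits need IC50 under 10 µM and bright autofluorescent wells are also inconclusive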
# HIV fusion peptide: inhibitors of HIV fusion peptide binding, primary screen, biochemical, uHTS, fluorescence dequenching (AID 1986); cell-free peptide binding, fluorescence dequenching, 30 min; higher % means a stronger effect; inhibition, % at 20 µM, or IC50 in µM where a hit was titrated; 0.3% of 290,000 active; in the data active = inhibition mostly above about 52%, no sharp cut-off; inactive = mostly below about 76%; also: some results filed as inactive read as strong as hits
# KOR beta-arrestin-2: KOR antagonists, beta-arrestin recruitment, cell-based, luminescence, uHTS (AID 1778) | Kappa-type opioid receptor (Homo sapiens) | KOR beta-arrestin recruitment, luminescence, antagonist mode; higher % means a stronger effect | inhibition, % at 10 µM; hits with a dose series show IC50 in µM | 0.091% of 290,000 active; also: strong numbers were not always called active
# The depositor's hits bear a star; x = no result given; [ ] = another dose, or the depositor's remark. Rule as the data show it, unless noted: active = inhibition above about 50%; inactive = the rest. An excerpt, so the mix of outcomes need not match the whole.
SMILES,KOR beta-arrestin-1,GPR55 beta-arrestin,NOD1 inhibition,Rac1 GTP hydrolysis,HEK293 NOD2/NF-kB,SV40 large T antigen,GPR55 antagonists,HIV fusion peptide,KOR beta-arrestin-2
COc1ccc(C2CC(c3ccccc3)=NN2C(=O)COC(=O)C2CC2)cc1 (configuration not stated),-2.1%,0.1%,-11%,2%,12%,7%,2%,-0.2%,x
Brc1ccc(-c2cn3nc4c(nc3n2)CCCC4)cc1,-1.5%,-0.1%,-42%,1%,-168%,28%,-6%,8.1%,-17%
CN(C)c1ccc(/C=N/NC(=O)c2ccc3nc[nH]c3c2)cc1,4.3%,-0.2%,2%,20%,15%,14%,13%,-2.5%,4%
CCc1c(C)nc(N)nc1Cl,3.4%,-0.1%,-3%,-3%,4%,11%,4%,1.4%,23%
CCCc1ncc(CN2CCCC(C(=O)Nc3ccc(-c4cccc(OC)c4)cc3)C2)cn1 (configuration not stated),1.1%,-0.1%,-14%,6%,31%,x,3%,-1.1%,-49%
CC1=C(C(=O)OCC2CCCO2)C(c2ccc(C)cc2)C2=C(CCCC2=O)N1 (configuration not stated),0.2%,-0.4%,-17%,-1%,9%,25%,8%,0.4%,-20%
Cc1ccc(CC2CC(=O)N(CCc3ccc4c(c3)OCO4)C2=O)cc1 (configuration not stated),7.1%,0.6%,-2%,2%,-13%,2%,22%,-1.1%,-28%
O=C(Nc1ccccc1)N1CCC(C(=O)N(Cc2ccco2)Cc2cccs2)CC1,2.7%,-0.1%,-6%,2%,4%,3%,-11%,-3.9%,-35%
O=C(O)/C=C/C(=O)c1c(-c2ccccc2)[nH]c2ccccc12,-0.9%,-0.1%,-26%,18%,11%,10%,9%,0.8%,-2%
Cc1ccc(N2CCN(C(=O)C3CCC(=O)N(Cc4ccc(Cl)cc4)C3)CC2)c(C)c1 (configuration not stated),-0.8%,-0.1%,0%,8%,5%,7%,-12%,-0.1%,-19%
CC(=O)Nc1ccc(CN2CCC(n3nccc3NC(=O)CCc3ccccc3)CC2)cc1,5.8%,-0.1%,-30%,7%,4%,10%,0%,3.0%,-8%
COc1ccc(C23CC4CC(CC(C(=O)O)(C4)C2)C3)c(F)c1,-1.2%,0.0%,-2%,6%,3%,9%,-2%,2.1%,-28%
Cc1cc(C)c(C#N)c(SCS(=O)Cc2ccc(Cl)cc2)n1 (configuration not stated),-1.2%,-0.1%,2%,16%,13%,4%,21%,1.8%,-10%
O=C(Nc1ccc(N2CCOCC2)cc1)C1CCN(C(=O)OCc2ccccc2)CC1,1.0%,-0.1%,0%,5%,13%,20%,10%,-1.0%,-2%
COC(=O)C1CN(S(=O)(=O)c2ccccc2)CCN1S(=O)(=O)c1ccccc1 (configuration not stated),-6.9%,0.3%,0%,3%,-2%,5%,2%,2.5%,-17%
CCn1cc(C(=O)O)c(=O)c2cnc(N3CCN(C(=S)NC(=O)c4ccc(Br)cc4)CC3)nc21,3.3%,0.1%,-1%,x,27%,12%,-2%,4.7%,-7%
O=C(CCNC(=O)c1ccccc1Cl)Nc1ccc(Cl)c(C(F)(F)F)c1,-3.9%,-0.4%,59%,-2%,16%,11%,9%,-4.8%,14%
CCOc1cccc(C(=O)Nc2ccc(N(CC)CC)cc2)c1,2.7%,0.1%,6%,12%,7%,35%,-12%,-1.2%,11%
Cc1ccc(OCCN2CCCCCC2)c(C)c1,0.9%,-0.2%,-11%,11%,2%,1%,0%,-1.7%,27%
O=C(N/N=C/c1cccc(F)c1)c1ccc(Cl)cc1,-1.6%,0.2%,-50%,10%,-56%,8%,16%,-0.7%,20%
CC(C)CN(C(=O)COc1ccc2ccc(=O)oc2c1)C1CCS(=O)(=O)C1 (configuration not stated),-0.2%,-0.1%,-12%,-18%,-7%,8%,-16%,2.0%,-1%
CN(C)N(C)C(=O)C(O)(c1ccccc1)c1ccccc1,0.5%,-0.1%,-19%,3%,19%,2%,11%,0.2%,-9%
CC(C)(O)C#Cc1ccc(CN2CCN(C3CCCCC3)C(CCO)C2)cc1 (configuration not stated),0.7%,0.2%,-20%,8%,24%,6%,1%,0.8%,-26%
Cc1c(Cl)cccc1NC(=O)C(=O)NNC(=O)c1ccccc1F,-4.8%,-0.9%,-20%,4%,13%,7%,-2%,8.9%,-4%
CCOc1ccc(S(=O)(=O)N2CCCC(C(=O)N3CCOCC3)C2)cc1Cl (configuration not stated),-2.2%,-0.4%,-8%,0%,-1%,-3%,7%,0.3%,-4%

# Some of these compounds in order of molar mass, smallest number first:
SMILES,KOR beta-arrestin-1,GPR55 beta-arrestin,NOD1 inhibition,Rac1 GTP hydrolysis,HEK293 NOD2/NF-kB,SV40 large T antigen,GPR55 antagonists,HIV fusion peptide,KOR beta-arrestin-2
O=C(N/N=C/c1cccc(F)c1)c1ccc(Cl)cc1,-1.6%,0.2%,-50%,10%,-56%,8%,16%,-0.7%,20%
COc1ccc(C23CC4CC(CC(C(=O)O)(C4)C2)C3)c(F)c1,-1.2%,0.0%,-2%,6%,3%,9%,-2%,2.1%,-28%
CCOc1cccc(C(=O)Nc2ccc(N(CC)CC)cc2)c1,2.7%,0.1%,6%,12%,7%,35%,-12%,-1.2%,11%
Brc1ccc(-c2cn3nc4c(nc3n2)CCCC4)cc1,-1.5%,-0.1%,-42%,1%,-168%,28%,-6%,8.1%,-17%
CC1=C(C(=O)OCC2CCCO2)C(c2ccc(C)cc2)C2=C(CCCC2=O)N1 (configuration not stated),0.2%,-0.4%,-17%,-1%,9%,25%,8%,0.4%,-20%
CC(C)CN(C(=O)COc1ccc2ccc(=O)oc2c1)C1CCS(=O)(=O)C1 (configuration not stated),-0.2%,-0.1%,-12%,-18%,-7%,8%,-16%,2.0%,-1%
O=C(CCNC(=O)c1ccccc1Cl)Nc1ccc(Cl)c(C(F)(F)F)c1,-3.9%,-0.4%,59%,-2%,16%,11%,9%,-4.8%,14%
CCOc1ccc(S(=O)(=O)N2CCCC(C(=O)N3CCOCC3)C2)cc1Cl (configuration not stated),-2.2%,-0.4%,-8%,0%,-1%,-3%,7%,0.3%,-4%

# (listing goes on)
SMILES,KOR beta-arrestin-1,GPR55 beta-arrestin,NOD1 inhibition,Rac1 GTP hydrolysis,HEK293 NOD2/NF-kB,SV40 large T antigen,GPR55 antagonists,HIV fusion peptide,KOR beta-arrestin-2
CCOC(=O)N1CCN(C(=O)c2cn(CC)c3ccc(S(=O)(=O)N4CCCCC4)cc3c2=O)CC1,-1.4%,0.4%,-28%,3%,-8%,14%,7%,2.7%,-36%
Cc1ccc(-c2nn3c(-c4cccc(Cl)c4)nnc3s2)cc1,-1.7%,0.3%,-33%,x,-3%,x,-6%,-0.2%,-36%
COc1ccc(Oc2cc(Cl)nc(N)n2)cc1,x,-0.1%,1%,8%,5%,4%,-17%,-1.2%,18%[20 µM]
CN(C)/C=N/c1cc(=O)n(C)c(=O)n1CC1CC1,-5.1%,0.6%,-14%,7%,11%,3%,5%,-0.9%,14%
COc1cccc(CC(=O)NC2CCCN(Cc3ccccc3F)C2)c1 (configuration not stated),-5.9%,1.0%,-17%,-11%,9%,0%,-4%,-0.4%,-19%[20 µM]
Cc1nn(C)cc1C(C(=O)NC1CCCCC1)N(CCc1ccccc1)C(=O)c1cnccn1 (configuration not stated),x,-0.1%,-17%,-4%,-5%,3%,2%,-0.9%,7%[20 µM]
CCc1nc(-c2ccccc2)cc(=O)[nH]1,-2.0%,0.0%,-13%,-3%,7%,20%,6%,0.7%,16%
NS(=O)(=O)c1ccc(N/N=C2/CCCCC2C2CCCCC2)c([N+](=O)[O-])c1 (configuration not stated),5.0%,0.1%,-18%,8%,0%,7%,33%,-4.0%,-70%
NC(=O)c1ccc(NC(=O)COC(=O)CCCN2C(=O)c3cccc4cccc(c34)C2=O)cc1,-3.4%,1.0%,-10%,3%,21%,1%,6%,-1.0%,-11%
CCOC(=O)c1ccc(S(=O)(=O)NCCN2CCOCC2)cc1,-1.1%,-0.4%,-16%,4%,14%,-17%,-3%,-0.5%,-4%
COc1cc(/C=N/NS(=O)(=O)c2ccc3ccccc3c2)ccc1OCCN1CCOCC1,-0.4%,0.0%,-3%,6%,17%,15%,7%,0.1%,5%
O=[N+]([O-])c1ccc(N2CCN(c3ccccc3O)CC2)cc1,0.7%,0.5%,16%,7%,7%,5%,13%,-0.2%,16%
CC(=O)Oc1ccc2oc(=O)c3c(c2c1)CCCN3C(=O)CN1CCN(c2ncccn2)CC1,-1.2%,-0.1%,-10%,7%,-6%,8%,-2%,2.3%,20%
CC(/C=C/c1ccco1)=N/NC(=O)C1COc2ccccc2O1 (configuration not stated),0.2%,-0.1%,-5%,15%,16%,22%,0%,-0.9%,28%
O=c1c2c(nc3cc(-c4ccccc4)[nH]n13)CCC2,1.5%,0.3%,-32%,6%,-112%,15%,-5%,-2.8%,-20%
CC(C)c1ccc(N(CC(=O)NCc2ccco2)C(=O)CCC(=O)Nc2ccccn2)cc1,-5.5%,0.7%,-30%,8%,0%,7%,9%,-0.7%,-3%
O=C(Nc1ccc2oc(-c3ccccc3)nc2c1)c1cccnc1,-0.3%,-0.1%,17%,-1%,-24%,3%,-1%,-1.3%,-8%
COc1cccc(C2(O)CCN(CC(=O)NCC3CC3)CC2)c1,-5.1%,-0.3%,-24%,5%,5%,8%,8%,-0.2%,3%
COc1ccc(C(CNC(=O)c2cccc3cccnc23)N(C)C)cc1 (configuration not stated),14%,1.0%,-32%,8%,5%,2%,14%,0.2%,-44%
CO/N=C/NC(=O)Cc1cn(-c2ncc(C(F)(F)F)cc2Cl)c2ccccc12,-1.5%,-0.1%,13%,6%,15%,3%,4%,2.4%,2%
CCOc1ccc(NC(=O)c2ccc(-c3csc(C)n3)cc2)cc1,-0.9%,-0.1%,55%,6%,48%,7%,2%,-2.6%,7%
CC(=O)NC1C(c2nc3ccccc3s2)=C(c2ccccc2)C(=O)N1c1ccc(C)cc1 (configuration not stated),-0.6%,-0.1%,24%,3%,-13%,-10%,-23%,-1.1%,41%
CCOC(=O)C1C(C(=O)Nc2cccc(C(F)(F)F)c2)C1C(=O)NC(C)C (configuration not stated),-5.9%,-0.3%,-27%,4%,-2%,-4%,11%,-1.1%,-5%
CC1CN(c2ccc([N+](=O)[O-])c(NCCOc3ccccc3)c2)CC(C)N1 (configuration not stated),0.5%,-0.2%,43%,11%,26%,-1%,1%,-0.9%,-4%
